Screens deposited in PubChem by Broad Institute.
Casp6 inh – inhibitors of human caspase-6; P55212; purified caspase-6, Z-VEID-R110 cleavage fluorescence; inhibition, % at 12.5 µM; 350,000 tested, 0.53% active;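 active = mean inhibition across replicates at least about 35%, with every replicate also reaching that limit, limit read from the data; inconclusive = only one of the two criteria met; inactive = neither criterion met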;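 note: 0% = median of neutral control wells and 100% = no fluorescence left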
Target sequence (P55212 24-179 limits assumed): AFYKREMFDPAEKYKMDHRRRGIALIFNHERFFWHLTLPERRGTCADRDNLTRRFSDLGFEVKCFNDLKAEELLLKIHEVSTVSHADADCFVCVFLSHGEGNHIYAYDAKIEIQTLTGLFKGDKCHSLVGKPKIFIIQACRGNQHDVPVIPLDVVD
Target sequence (P55212 194-293 limits assumed): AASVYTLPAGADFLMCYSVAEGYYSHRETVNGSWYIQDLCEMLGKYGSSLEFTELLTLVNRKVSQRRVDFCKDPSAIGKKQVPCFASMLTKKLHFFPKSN
E-selectin induc – induces E-selectin expression in human endothelial cells; P16581; 260,000 tested, 0.37% active; HUVEC E-selectin immunofluorescence imaging; normalized: neutral wells 0, TNF-alpha wells 100; activation, % at 7.58 µM;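 active = mean E-selectin-positive cell signal at least 10% of the positive control, reached in at least 60% of replicates, without over 20% cell loss; inconclusive = no rule given, readout overlaps actives, possibly toxicity-flagged; inactive = the rest, including those meeting only one limit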;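 note: in these data hits start at about 27%; measured in HUVEC primary endothelial cells; signal is the percent of cells scored E-selectin positive by PE staining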
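assay system = HUVEC, human umbilical vein endothelial cells | input = 3,000 HUVEC seeded per well | medium = EGM-2 growth medium on 0.1% gelatin-coated wells | dosing = one compound dose added by pin transfer | signal = immunofluorescence imaging | read-out basis = % PE-positive cells | control set = TNF-alpha, DMSO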
GSIS activator – primary screen for activators of insulin secretion dependent on glucose, INS-1E cells, GLuc reporter luminescence | activation, % at 16.6 µM | INS-1E GLuc reporter insulin secretion, 2-3 h | 370,000 tested, 0.61% active;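 active = lowest replicate activation of at least 40%, so every replicate reaches that level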;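 note: 0% = median of neutral control wells and 100% = median of IBMX positive control wells; some compounds called inactive have numbers as strong as hits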
RAD52 anneal inh – RAD52 (human) annealing inhibition. recombinant RAD52 DNA annealing, FRET fluorescence. inhibition, % at 18.7 µM. 360,000 tested, 0.46% active;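 active = every replicate showing at least 50% inhibition; inconclusive = mean inhibition at least 50% but not in every replicate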
DENV2 CPE rescue – protects cells from dengue virus 2 cytopathic effect | DENV2-infected cells, cytopathic effect rescue, plate reader | 350,000 tested, 1.7% active | CPE inhibition, % at 9.99 µM | AID 651640; in the data active = CPE inhibition above about 20%, passing the limit was not always enough; inconclusive = no clear call, values can overlap the other calls; tested in BHK-21 cells;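 note: 0% = median of neutral control wells and 100% = median of positive control wells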
Xi reactivation – activators of X-chromosome reactivation in mouse fibroblasts; XiGFP mouse fibroblasts, % GFP-positive cells imaging, 3 d; cells co-treated with 5-aza-dC sensitizer; scaled so ellipticine positive control = 100%; activation, % at 7.58 µM; 360,000 tested, 0.055% active; AID 743238;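 active = mean normalized replicate activation at least 10% and every replicate at or above 10%; inconclusive = only one of the two criteria met; inactive = mean below 10% and not all replicates reach 10%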;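 note: 0% = median of on-plate neutral control wells and 100% = ellipticine 6 µM median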
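Material: SV40-immortalized XiGFP fibroblast cells, line 68-5-11 | Buffer or medium: DMEM containing 5-aza-dC | Dosing: One concentration, pinned | Times: 3 d treatment, 15 min room-temperature fixation | Controls: Ellipticine 6 µM positive control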
RAD54 branch – blocks human RAD54 Holliday junction branch migration. inhibition, % at 10.4 µM. Q92698. AID 602329. 360,000 tested, 0.14% active. FAM/BHQ fluorescence;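 active = mean normalized replicate activity at least 40 and at least half of replicates scoring 40 or more; inconclusive = only one of the two criteria met; inactive = mean below 40 and under half of replicates reaching 40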;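 note: 0% = median of neutral control wells and 100% = median of positive control wells; inhibitors cause a drop in the FAM fluorescence signal; in these data hits start at about 50%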
Target sequence (Q92698 whole entry, looked up): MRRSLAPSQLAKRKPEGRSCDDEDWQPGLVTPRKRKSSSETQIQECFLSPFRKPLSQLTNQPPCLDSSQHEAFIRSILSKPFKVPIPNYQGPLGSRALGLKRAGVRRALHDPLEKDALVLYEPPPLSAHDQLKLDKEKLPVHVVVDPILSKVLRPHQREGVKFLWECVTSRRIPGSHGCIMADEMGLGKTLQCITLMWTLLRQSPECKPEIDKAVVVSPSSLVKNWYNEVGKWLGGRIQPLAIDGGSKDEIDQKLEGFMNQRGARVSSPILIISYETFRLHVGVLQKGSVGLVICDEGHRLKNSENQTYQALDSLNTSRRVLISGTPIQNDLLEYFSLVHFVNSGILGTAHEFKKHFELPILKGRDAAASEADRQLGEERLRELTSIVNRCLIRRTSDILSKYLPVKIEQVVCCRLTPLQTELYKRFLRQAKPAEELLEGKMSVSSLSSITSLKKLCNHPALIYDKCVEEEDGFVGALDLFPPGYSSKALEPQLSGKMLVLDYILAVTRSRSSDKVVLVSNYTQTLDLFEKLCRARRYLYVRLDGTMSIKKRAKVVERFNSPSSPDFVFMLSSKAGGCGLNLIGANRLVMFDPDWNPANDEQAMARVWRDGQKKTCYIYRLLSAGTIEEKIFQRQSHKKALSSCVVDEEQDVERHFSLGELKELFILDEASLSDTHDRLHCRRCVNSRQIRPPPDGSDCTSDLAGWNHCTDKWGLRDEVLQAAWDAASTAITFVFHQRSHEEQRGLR
CFTR F508del cor – CFTR F508del correction in bronchial cells | CFBE cells, YFP halide quenching; stimulated with forskolin plus potentiator P3; % fluorescence drop versus neutral controls | activity (quench increase), % at 7.58 µM | 350,000 tested, 0.36% active;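 active = mean added fluorescence quench of at least 8% versus neutral control, with both replicates also reaching 8%; inconclusive = only one of the mean or replicate conditions met; inactive = mean below 8% and not both replicates reaching 8%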;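 note: cells transiently co-express mutant CFTR-F508del with the halide-sensitive YFP; corrector assay measuring rescue of mutant channel to the surface after 24 h compound exposure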
* marks the source's active call; other numbers are inactive results; ? = inconclusive; nt = not tested or not shown; & = joins results of further samples.

Under each structure – Casp6 inh, E-selectin induc, GSIS activator, RAD52 anneal inh, DENV2 CPE rescue, Xi reactivation, RAD54 branch, CFTR F508del cor
Cn1cc(S(=O)(=O)N2CCc3ccccc32)cc1C(=O)NC(C)(C)C
 : 1, -0.1, -58, -9, 4, 0.2, 6, 6.6
CC(NC(=O)c1ccco1)C(=O)OCC(=O)N1CCCCCC1 (centres undefined)
 : -1, nt, 11, -15, -2, 0.1, -15, -4.0
CCCn1c(N)c(N(CCOC)C(=O)COC(=O)c2ccccc2NCCO)c(=O)[nH]c1=O
 : 4, nt, 20, -7, 0, 0.0, 5, -4.7
C[C@H](NC(=O)c1nc[nH]c1C(=O)N[C@@H](C)c1ccccc1)c1ccccc1
 : nt, -0.6, -30, -15, 8, 0.0, 0, 1.9
O=c1[nH]c2nc(Cl)nc(Cl)c2[nH]1
 : 5, 0.0, 18, -14, 1, 0.7, -8, 1.7
O=C(CNC(=O)c1ccc(Cl)cc1)Nc1ccccc1C(F)(F)F
 : -1, -0.2, -1, -6, -3, nt, nt, 3.4
CCCOc1ccc(Cl)cc1Nc1nc(NCCO)nc(N2CCCC2)n1
 : -3, -0.1, 1, -6, -3, 0.0, -1, 1.0
CCCCC(NC(=O)Cc1c(C)c2cc3c4c(oc3c(C)c2oc1=O)CCCC4)C(=O)O (centres undefined)
 : 4, nt, 0, -17, 4, 0.0, -7, 4.5
Cc1cc(S(=O)(=O)N2CCOCC2)ccc1OCC(=O)Nc1ccc(F)cc1F
 : 0, -0.1, 9, -8, 6, -0.1, 3, 1.5
CCCC(=O)Nc1ccc2c(c1)OC[C@H](C)N(C)C[C@@H](C)[C@@H](OC)CN(C)C2=O
 : -12, -0.3, 2, 5, -3, 0.0, -2, nt
O=C(COc1ncnc2c(Cl)cc(Cl)cc12)N1CCCCC1
 : -1, nt, -8, -10, nt, nt, -5, nt
Cc1onc(-c2ccccc2)c1C(=O)N1CCCCCC1
 : -3, nt, 32, 9, 0, 0.3, -8, -2.9
N#C/C(=C(/O)c1ccc2c(c1)OCO2)c1nc2cc(C(F)(F)F)ccc2s1
 : 10, 0.7, -7, -104, -11, 0.0, 0, 1.6
C[C@@H]1CN([C@H](C)CO)C(=O)c2cc(NS(=O)(=O)c3cn(C)cn3)ccc2O[C@@H](C)CCCCO[C@H]1CN(C)S(=O)(=O)c1ccc(F)cc1
 : 2, nt, -7, 17, -8, -0.1, nt, -1.3
O=C(C1CC1)N1CCCCN2[C@H](C1)[C@H](c1ccc(C#CC3CC3)cc1)[C@@H]2CO
 : 2, nt, nt, 14, 7, nt, -1, -3.3
COc1cccc(NC(=O)c2ccccc2N2C(=O)C3C4C=CC(C4)C3C2=O)c1 (centres undefined)
 : 0, -0.3, -5, -23, -7, 0.1, -3, 1.3
CCCCCCCCN1C(=O)[C@H](CC(=O)N2CCN(C(=O)OCC)CC2)C[C@@]2(C(=O)OC)CCCCC=C12
 : 5, nt, nt, -15, -13, -0.1, nt, 2.4
COc1cccc(S(=O)(=O)N(C)C[C@H]2OCc3ccccc3-c3c(n(C)c4ccccc34)C(=O)N([C@H](C)CO)C[C@@H]2C)c1
 : 1, 0.2, 3, -4, -4, 0.1, -2, -6.5
CC(=O)N1[C@H](CO)[C@H](c2ccccc2)[C@@H]1CN(C(=O)c1ccccc1)C(C)C
 : 0, 0.0, 3, -4, -4, 0.0, -1, 5.2
COc1ccc(CC(=O)Nc2c(C(=O)N3CCN(c4ncccn4)CC3)oc3ccccc23)cc1
 : 1, nt, 4, -6, 0, 0.0, 4, 3.9
COC(=O)C[C@H]1CC[C@H](NC(=O)c2cccc(F)c2)[C@@H](CO)O1
 : 5, 0.0, 5, -11, 5, 0.0, nt, -4.4
COc1cccc(-c2ccc(C3[C@@H]4CN(C(=O)C5CCC5)C[C@H]3N4)cc2)c1 (some centres undefined)
 : 3&2, 0.1&0.6, -3&2, 20&11, -3&2, 0.0&0.2, nt, 3.3&2.8
COc1ccc(CCN(Cc2ccccn2)C(=S)Nc2ccccc2Cl)cc1OC
 : nt, nt, 3, -8, -1, 0.3, nt, -6.5
Cc1cc(N(CC(=O)NC(C)C)S(C)(=O)=O)ccc1Br
 : -7, 3.1, nt, -3, 4, 0.3, nt, nt
O=C(CN(C(=O)CSc1nc2ccccc2o1)c1ccccc1F)NC1CCCCC1
 : 3, nt, 9, -14, 3, 0.2, nt, 1.6
O=C(NCc1ccccc1Cl)C1CCN(S(=O)(=O)c2cccs2)CC1
 : -1, 0.3, 4, -17, 5, 0.0, 8, -0.1
O=C(C[C@H]1C[C@@H]2c3cc(NC(=O)C4CCC4)ccc3O[C@@H]2[C@@H](CO)O1)NCc1ccc(-c2ccccc2)cc1
 : -2, -0.6, -16, 8, 4, 0.1, -12, 4.7
CC(=O)N[C@@H]1C=C[C@@H](CC(=O)NCC2CCCCC2)O[C@@H]1CO
 : 2, -0.3, 20, -6, 1, -0.4, 2, 0.6
O=C(c1cc(COc2ccc3ncccc3c2)on1)N1CCCCCC1
 : 1, 0.0, nt, -7, -2, 0.0, nt, 0.1
O=C(NCC(=O)N1CCN(Cc2ccccc2)CC1)c1ccccc1Cl
 : 3, 0.2, 2, -5, -1, -0.1, 6, 2.9
COc1ccc(CCC(=O)OCC(=O)c2c(N)n(CC(C)C)c(=O)n(C)c2=O)cc1
 : 1, -1.6, -28, -14, -11, 0.1, 5, -2.2
O=C(Nc1sccc1C(=O)N1CCOCC1)c1cccnc1
 : 1, nt, -2, -16, 1, nt, 8, -2.0
COc1cccc(C(=O)Nc2ccc3c(c2)C(=O)N(C)[C@@H]2CC[C@@H](CC(=O)N[C@H](C)c4ccccc4)O[C@@H]2CO3)c1
 : 1, -0.1, -13, 3, ?, 0.0, 9, 1.6
O=C1CC2(CCN(C(=O)c3ccccc3[N+](=O)[O-])CC2)Oc2ccccc21
 : 2, nt, -4, -5, -7, 0.0, -6, -0.8
CC(C)CC#Cc1cnc2c(c1)C(=O)N([C@@H](C)CO)C[C@@H](C)[C@@H](CN(C)C(=O)c1ccccc1)O2
 : 2, -0.3, -40, 10, -4, -1.1, 2, -3.6
COc1ccccc1OCc1ccc(C(=O)NC(C)c2ccccc2)o1 (centres undefined)
 : 4, -0.4, -6, -10, 0, 0.1, 5, 4.4
C[C@H]1CN([C@@H](C)CO)C(=O)CCCn2cc(nn2)CO[C@@H]1CN(C)C(=O)Nc1ccc(-c2cccs2)cc1
 : 2&0, -0.2&-1.6, -10&-4, 2&-15, 8&10, 0.5, 1&-2, 1.7&-1.2
CN1CCN(CCC(=O)N/N=C/c2cc3c(cc2[N+](=O)[O-])OCO3)CC1
 : -7, -0.6, 14, 0, -2, 0.0, -1, -2.8
COc1cc(C(=O)OC(C)C(=O)NC2CCCCC2C)c([N+](=O)[O-])cc1OC (centres undefined)
 : -1, -0.1, -1, -17, -7, 0.0, 5, 0.8
O=C(Nc1nncs1)C12CC3CC(CC(C3)C1)C2
 : 3, 0.5, 5, 12, -1, 0.0, -9, -3.6
COc1ccc(NC(=S)NCc2ccc(F)cc2)c(OC)c1
 : -1, 0.2, -2, 4, 1, 0.4, 4, -2.1
CCN(CC)CCNC(=O)/C(=C\c1cccn1C)NC(=O)c1cccs1
 : -6, 0.8, 6, -6, nt, 0.0, nt, nt
Cc1noc(C)c1NC(=O)Nc1cccc2c1O[C@@H](CN(C)S(=O)(=O)c1cccs1)[C@H](C)CN([C@H](C)CO)C2=O
 : -1, -0.1, 11, -9, ?, -0.8, 0, -3.0
C[C@@H]1CN([C@H](C)CO)C(=O)c2cc(NC(=O)CCN3CCOCC3)ccc2O[C@@H]1CN(C)C(=O)Nc1ccc(F)cc1
 : 3, -0.1, 8, -13, 9, 0.2, -2, -0.3
CN1C(=O)c2cc(NC(=O)Cc3cccs3)ccc2OC[C@H]2O[C@@H](CC(=O)N[C@@H]3CCN(Cc4ccccc4)C3)CC[C@@H]21
 : -1, 0.1, -8, 23, 1, 0.1, 4, nt
C[C@H]1CN([C@@H](C)CO)C(=O)c2ccccc2-c2ccccc2CO[C@@H]1CN(C)S(=O)(=O)c1cn(C)cn1
 : 4, -0.1, 6, 6, -5, 0.0, -2, 0.7
C=CCNc1nc(Cl)nc(Nc2ccc(OCC)cc2)n1
 : -2, nt, -12, -8, -4, 0.0, 6, nt
C#CCOc1ccc(C2C3=C(CC(C)(C)CC3=O)N(CC(=O)O)C3=C2C(=O)CC(C)(C)C3)cc1
 : 5, 0.0, -26, -16, 3, 0.0, -5, -0.6

8 structures from above, sorted by molar mass, largest number first:
Under each structure – Casp6 inh, E-selectin induc, GSIS activator, RAD52 anneal inh, DENV2 CPE rescue, Xi reactivation, RAD54 branch, CFTR F508del cor
CN1C(=O)c2cc(NC(=O)Cc3cccs3)ccc2OC[C@H]2O[C@@H](CC(=O)N[C@@H]3CCN(Cc4ccccc4)C3)CC[C@@H]21
 : -1, 0.1, -8, 23, 1, 0.1, 4, nt
Cc1noc(C)c1NC(=O)Nc1cccc2c1O[C@@H](CN(C)S(=O)(=O)c1cccs1)[C@H](C)CN([C@H](C)CO)C2=O
 : -1, -0.1, 11, -9, ?, -0.8, 0, -3.0
C[C@@H]1CN([C@H](C)CO)C(=O)c2cc(NC(=O)CCN3CCOCC3)ccc2O[C@@H]1CN(C)C(=O)Nc1ccc(F)cc1
 : 3, -0.1, 8, -13, 9, 0.2, -2, -0.3
C#CCOc1ccc(C2C3=C(CC(C)(C)CC3=O)N(CC(=O)O)C3=C2C(=O)CC(C)(C)C3)cc1
 : 5, 0.0, -26, -16, 3, 0.0, -5, -0.6
COc1cc(C(=O)OC(C)C(=O)NC2CCCCC2C)c([N+](=O)[O-])cc1OC (centres undefined)
 : -1, -0.1, -1, -17, -7, 0.0, 5, 0.8
CN1CCN(CCC(=O)N/N=C/c2cc3c(cc2[N+](=O)[O-])OCO3)CC1
 : -7, -0.6, 14, 0, -2, 0.0, -1, -2.8
COc1ccc(NC(=S)NCc2ccc(F)cc2)c(OC)c1
 : -1, 0.2, -2, 4, 1, 0.4, 4, -2.1
O=C(Nc1nncs1)C12CC3CC(CC(C3)C1)C2
 : 3, 0.5, 5, 12, -1, 0.0, -9, -3.6
